High-throughput results from PubChem BioAssay.
PfHsp90 yeast 2 – reduces growth (ATP signal) of yeast expressing P. falciparum Hsp90; S. cerevisiae expressing PfHsp90, BacTiter-Glo ATP, 48 h; yeast lacking PDR1 and PDR3 efflux regulators; 310,000 compounds, 0.32% hits; inhibition, % at 9.4 µM;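 active = every replicate shows inhibition above about 80%, whatever the replicate mean, limit read from the data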;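 note: 0% = DMSO neutral controls and 100% = 20 µM radicicol positive controls; yeast relying on Plasmodium falciparum Hsp90 in place of its own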
PvdQ acylase – blocks Pseudomonas aeruginosa PvdQ acylase activity; purified PvdQ acylase, fluorescence plate reader; inhibition, % at 10 µM; 340,000 compounds, 0.063% hits; in the data active = inhibition above about 30%, passing the limit was not always enough;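 note: 0% = vehicle neutral wells and 100% = reference inhibitor wells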
NSD2 HMT inh – blocks human histone methyltransferase NSD2; O96028; NSD2 peptide methylation, AlphaScreen, 120 min; inhibition, % at 12.5 µM; 310,000 compounds, 0.54% hits; AID 743445; in the data active = inhibition above about 50%
Keap1-Nrf2 PPI – Keap1-Nrf2 (human) interaction inhibition | inhibition, % at 9.4 µM | Keap1 Kelch-Nrf2 peptide fluorescence polarization, 1536-well | 340,000 compounds, 0.15% hits | Q14145 | AID 504523; in the data active = inhibition above about 12%;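 note: human Keap1 Kelch domain with fluorescein labeled Nrf2 9mer peptide probe; 0% = neutral control wells and 100% = peptide positive control; higher means more block of Keap1 binding to Nrf2 peptide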
CDK5 p35 inh – inhibitors of human CDK5/p35 kinase. Q00535+Q15078. Recombinant CDK5/p35, ADP-Glo luminescence, 60 min. inhibition, % at 10 µM. 330,000 compounds, 0.01% hits;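 active = highest replicate inhibition of at least 50% and at least 75% of replicates reaching 50%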;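 note: plate controls were DMSO neutral control for no effect and GW8510 at 10 µM for full effect; many of its hits are not listed in these tables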
Target sequence (Q00535 whole entry, looked up): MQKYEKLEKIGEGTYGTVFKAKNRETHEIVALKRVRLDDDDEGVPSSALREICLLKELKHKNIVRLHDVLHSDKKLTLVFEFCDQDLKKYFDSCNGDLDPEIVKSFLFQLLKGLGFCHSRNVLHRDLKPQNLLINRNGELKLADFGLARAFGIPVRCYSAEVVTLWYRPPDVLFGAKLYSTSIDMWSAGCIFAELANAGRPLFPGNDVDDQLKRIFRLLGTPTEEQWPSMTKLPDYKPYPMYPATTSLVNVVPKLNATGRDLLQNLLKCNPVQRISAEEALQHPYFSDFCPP
Target sequence (Q15078 whole entry, looked up): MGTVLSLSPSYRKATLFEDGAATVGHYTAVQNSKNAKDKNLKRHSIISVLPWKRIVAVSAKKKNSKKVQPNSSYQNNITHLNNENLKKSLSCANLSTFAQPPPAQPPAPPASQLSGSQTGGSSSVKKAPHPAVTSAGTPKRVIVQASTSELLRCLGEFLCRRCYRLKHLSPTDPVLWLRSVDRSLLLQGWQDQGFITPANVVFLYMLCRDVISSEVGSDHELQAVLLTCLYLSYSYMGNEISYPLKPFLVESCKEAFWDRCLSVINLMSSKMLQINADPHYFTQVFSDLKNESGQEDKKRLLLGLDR
Mot1-301 SUMO – blocks SUMOylation pathway, rescuing yeast Mot1-301 growth | S. cerevisiae Mot1-301 growth rescue, ATP luminescence, 38.5C; percent above DMSO median, 100 means doubled | growth rescue, % at 18.8 µM | 320,000 compounds, 1% hits | AID 2716;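 active = every valid replicate shows activation above 250% relative to neutral control wells; inactive = the rest, any valid replicate at or below 250%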;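 note: OY570 slx delta 5 strain wells were the positive control but not used for scaling; some compounds called inactive have numbers as strong as hits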
Rtt109 HAT inh – inhibitors of Candida albicans Rtt109/Vps75 histone acetyltransferase; Q5AAJ8; inhibition, % at 34.9 µM; 330,000 compounds, 0.16% hits; purified Rtt109/Vps75, ThioGlo CoA-SH fluorescence, 4 h;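 active = inhibition of at least 50% in every replicate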
Target sequence (Q5AAJ8 whole entry, looked up): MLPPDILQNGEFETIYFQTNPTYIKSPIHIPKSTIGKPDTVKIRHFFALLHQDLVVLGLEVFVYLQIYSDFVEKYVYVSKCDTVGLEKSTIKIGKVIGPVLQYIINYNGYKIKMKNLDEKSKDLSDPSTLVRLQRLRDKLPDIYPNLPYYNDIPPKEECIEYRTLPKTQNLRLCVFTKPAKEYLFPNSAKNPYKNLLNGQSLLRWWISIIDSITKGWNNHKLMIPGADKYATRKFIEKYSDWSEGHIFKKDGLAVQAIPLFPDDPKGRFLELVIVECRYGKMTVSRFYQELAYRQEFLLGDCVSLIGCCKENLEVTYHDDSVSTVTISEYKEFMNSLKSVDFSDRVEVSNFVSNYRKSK
LANA DNA inh – inhibitors of KSHV LANA C-terminal domain DNA binding | 340,000 compounds, 0.078% hits | inhibition, % at 9 µM | MBP-C-LANA/FAM-LBS DNA binding, fluorescence polarization;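 active = highest replicate inhibition at or above 60% at 9 µM, even if other replicates fall short; inactive = all replicates below 60% inhibition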;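 note: 0% = neutral control wells and 100% = 4 µM acridine orange control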
cardiac RTF act – increases calcium sensitivity of human cardiac regulated thin filaments | P19429+P45379 | activation, % at 7.2 µM | IANBD-labeled TnC RTF fluorescence at EC20 calcium; 0% EC20 calcium, 100% full calcium | 340,000 compounds, 0.24% hits;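 active = activation above the mean over all tested compounds plus 3 SD, cut at about 30% in these data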;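 note: rise in fluorescence read as greater calcium sensitivity of cardiac thin filaments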
dFosB act – mouse delta FosB homodimer activation | purified delta FosB, TAMRA-CDK5 oligo fluorescence polarization; percent of positive-control signal above neutral wells | activation, % at 25 µM | 340,000 compounds, 0.99% hits | AID 493131;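 active = mean activation above about 17%, with every replicate also reaching it, limit read from the data, passing the limit was not always enough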;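 note: fluorescence polarization rise as delta FosB binds a TAMRA Cdk5 AP-1 oligo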
Cardiac RTF inh – cardiac RTF calcium desensitization. P19429+P45379. IANBD-labeled cardiac RTF, Ca2+ fluorescence. inhibition, % at 7.15 µM. 340,000 compounds, 0.12% hits. AID 493244;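 active = inhibition above the mean inhibition of all tested compounds plus 3 SD, cut at about 17% in these data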;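 note: assay run at fixed EC70 calcium of 1.6 mM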
Active calls of the source: *; · = not tested or not shown.

Order of results: NSD2 HMT inh, PfHsp90 yeast 2, CDK5 p35 inh, Keap1-Nrf2 PPI, LANA DNA inh, Mot1-301 SUMO, PvdQ acylase, Cardiac RTF inh, cardiac RTF act, dFosB act, Rtt109 HAT inh
- Cc1ccc(C(C)NC(=O)C2CCCC2)cc1C (configuration not stated)
 : -2, -7, -0.3, 4, 1.6, 1, 1, -8, 0, 2, -4
- COc1ccccc1NC(=O)CSc1nnc(COc2ccccc2C)o1
 : ·, -119, -2.2, 0, 0.4, 5, -4, -2, -4, -11, 4
- O=C(Nc1ccn(Cc2ccccc2)n1)c1ccc(F)cc1
 : 0, -14, -5.2, -2, 0.9, 57, -1, -11, 0, -4, ·
- CC1CN(C(=O)COC(=O)c2cc(=O)c3ccccc3o2)CC(C)O1 (configuration not stated)
 : ·, -7, 0.6, -5, 0.4, 3, -5, -14, -4, 1, -10
- CCN(CC)Cc1c(C(=O)N/N=C/c2ccncc2)nnn1-c1nonc1N
 : -3, -4, 0.3, 0, -1.2, -3, -8, -2, -2, -3, 10
- Cc1c(N(C)S(=O)(=O)c2ccc(Cl)c(C(=O)NCC(C)(C)N3CCOCC3)c2)c(=O)n(-c2ccccc2)n1C
 : -2, ·, 0.6, -7, 1.3, ·, -12, 0, -3, -5, -2
- O=c1cnnc(Nc2ccc(F)cc2)[nH]1
 : -4, 8, -3.9, -6, 0.7, -11, 3, 4, 4, 1, -2
- O=C(c1ccc(S(=O)(=O)NCc2ccco2)cc1)N1CCN(c2ccccc2)CC1
 : ·, ·, 0.1, 6, 0.9, -13, 8, -2, -2, -8, -3
- O=[N+]([O-])c1ccc(F)cc1Oc1nc(-c2cccnc2)nc2ccccc12
 : 4, -17, -1.3, -4, -1.6, 201, -16, 3, -4, -2, -8
- O=C(CN1C(=O)c2cccnc2C1=O)c1ccccc1
 : -1, ·, -0.9, 3, -0.9, 166, -14, -6, 0, 0, 3
- Cc1ccc(-c2[nH]nc3c2C(c2ccc(OC(=O)N4CCOCC4)cc2)C(C#N)=C(N)O3)cc1 (configuration not stated)
 : ·, -30, -1.0, -3, -0.6, -14, 9, -5, 0, 0, 28
- O=C(Nc1ccc2c(c1)CCC2)C1COc2ccccc2O1 (configuration not stated)
 : -2, ·, -0.6, 0, 2.7, -5, -5, -2, 7, -18, -1
- CCC(C)NC(=O)c1c(-c2cc(Cl)c(OC)c(Cl)c2)noc1C (configuration not stated)
 : ·, -6, 1.0, 1, -0.8, 7, -23, -6, 12, -8, -7
- CC(C)Cc1cc(CN2CCC(CO)(Cc3cccc(C(F)(F)F)c3)CC2)[nH]n1
 : 0, 10, 0.0, -4, -0.6, -2, -7, -5, -2, -5, -3
- N#Cc1nc(NCC(F)F)nc(Nc2cc(F)cc(F)c2)n1
 : ·, 2, -4.8, -3, -1.7, 2, -10, 3, -5, -11, 0
- COc1cccc(/C=C2\SC(=S)N(CCC(=O)N3CCCCC3CCO)C2=O)c1 (configuration not stated)
 : 3, -13, -1.4, -1, -1.0, -16, 10, -10, 2, -12, 0
- Cc1cccc(N2CC(C(=O)Nc3ccccc3N3CCCC3)CC2=O)c1C (configuration not stated)
 : 2, ·, -0.6, 5, -1.3, 2, -6, -11, -5, -7, 0
- COc1cc(/C=N/NC(=O)c2ccc(CN3c4cccc5cccc(c45)S3(=O)=O)cc2)cc(OC)c1O
 : -1, -20, 0.7, -3, -0.4, ·, -4, ·, ·, -14, -1
- O=S(=O)(c1ccc2ccccc2c1)N(CC(O)CN1CCOCC1)c1ccccc1 (configuration not stated)
 : 0, -6, 1.1, -2, -1.3, 1, 6, -3, -1, -3, -1
- COc1ccccc1N(CC(=O)NCc1ccc2c(c1)OCO2)C(=O)CCC(=O)Nc1nccs1
 : -5, 2, 1.1, -1, 0.2, -7, 8, -6, -2, -9, -2
- COc1ccc(NC(C)C(=O)N/N=C/c2ccccc2OCc2ccc(Br)cc2)cc1 (configuration not stated)
 : -1, -16, 1.9, 2, 0.0, 5, 2, 5, -2, -1, 9
- COc1ccccc1C(CNC(=O)c1cccc(S(=O)(=O)N2c3ccccc3CC2C)c1)N(C)C (configuration not stated)
 : 1, ·, -1.8, 1, 1.1, ·, -14, -10, 3, -12, 2
- OCCOCCn1c(C(CO)Nc2nc(-c3ccc(Cl)cc3)cs2)nc2ccccc21 (configuration not stated)
 : ·, 9, -2.6, 0, -0.4, -9, -2, 9, -11, -9, -3
- Cc1[nH]nc2c1C(c1ccsc1)C1=C(CC(C)(C)CC1=O)N2 (configuration not stated)
 : 0, 1, 8.8, -6, -2.9, -14, 11, -3, 1, 5, ·
- COc1ccc(OC)c(-c2nnc3n2N=C(c2ccc(OC)c(OC)c2)CS3)c1
 : ·, -9, -0.7, 4, -1.8, -12, 1, -17, 1, 2, 10
- COc1cccc(C(=O)Nc2ccccc2NC(=O)c2cccc(OC)c2)c1
 : -5, 6, 0.2, 0, -2.6, 10, 11, -2, 3, -7, 9
- Cc1cc(C)n(-c2ccc(C(=O)N3CC(C)OC(C)C3)cc2)n1 (configuration not stated)
 : -2, 10, -1.6, 1, 0.5, 16, 9, -4, 0, 0, 27
- COc1cc(OC)cc(-c2c(-c3ccc(F)cc3)c3cc(-c4ccc5cc[nH]c5c4)ccc3n2C)c1
 : ·, 7, 1.7, 4, 0.2, 14, 7, 0, 7, -5, -2
- CC[C@@H](Nc1ncnc2c1oc1ccccc12)C(=O)O
 : 1, 6, -3.3, -6, -0.2, -15, -19, 1, 6, -7, 0
- O=C(NCCN1CCOCC1)c1ccc2ccccc2c1
 : -2, 15, 0.2, -3, 0.9, 8, -15, 6, 8, 1, 2
- CCOc1ccc(C(C)=O)cc1Cn1nc(C(=O)O)c2ccccc2c1=O
 : -1, ·, -1.0, 2, -0.1, 0, 5, -8, 3, -6, 18
- CCN1CCN(CCC(=O)Nc2cc(OC)cc(OC)c2)CC1
 : 3, -9, 0.4, 4, 3.4, -14, -2, -1, 3, -1, -2
- CCN(CC)C(=S)Nc1c(C)n(C)n(-c2ccccc2)c1=O
 : -1, -24, -0.8, -5, 0.4, 17, -20, -12, 4, -6, 12
- CN1C(=O)C(O)(C2CCCCCC2=O)c2ccccc21 (configuration not stated)
 : -2, -4, 0.3, 2, -1.5, -8, 0, -7, -3, -7, -10
- C[C@H](O)[C@@H]1C(=O)N2CCc3ccc(-c4ccccc4)cc3[C@@H]2C[C@@H]1N(C)C(=O)NC1CCCCC1
 : ·, 1, 0.9, -2, 0.9, ·, -11, -3, -6, -18, 3
- O=C(CNc1cccc(F)c1)Nc1cccc(S(=O)(=O)N2CCCCC2)c1
 : 1, 6, 0.1, 4, -0.6, ·, -12, -9, -3, -11, 3
- COc1ccc(/C=C/C(=O)Nc2ccc(C34CC5CC(CC(O)(C5)C3)C4)cc2)cc1OC
 : 0, ·, -0.1, 0, -1.1, 6, 5, 4, -8, 51*, 6
- CN(CC(O)COC(c1ccccc1)c1ccccc1)C1CCCCC1 (configuration not stated)
 : 1, -12, 0.3, -4, -0.2, 165, -13, -8, -3, -9, 2
- CN(C(=O)COc1cc(=O)n(C)c2ccccc12)c1ccc(Br)cc1
 : ·, ·, 0.6, 3, -0.3, -4, -15, -6, 5, -14, 2
- CC(C)(C)C1CCc2onc(C(=O)O)c2C1 (configuration not stated)
 : 5, 20, -0.4, -4, -1.9, 7, -13, 8, -3, -7, -3
- CC(C)C(=O)Nc1cccc(NC(=O)c2cccc([N+](=O)[O-])c2)c1
 : 1, ·, -1.4, 0, 0.3, -6, -7, -3, -4, -2, -9
- Cc1cc(=O)oc2cc(OCC(O)Cn3ccnc3)ccc12 (configuration not stated)
 : -1, 18, -0.3, -1, -1.6, -9, -8, -1, -3, 1, 1
- O=C(NCc1ccccc1)C(c1ccccc1)N(C(=O)c1csnn1)c1ccc(F)cc1 (configuration not stated)
 : -2, 10, 1.3, 1, -0.6, -21, -11, 2, -5, -9, -9
- Cc1ccc(S(=O)(=O)N2CCCC2C(=O)O)s1 (configuration not stated)
 : 19, -29, -2.2, -3, 0.8, 2, -6, -2, -1, 2, -4
- CCOc1ccc(CCN2C(=O)C3C4C=CC(C4)C3C2=O)cc1OCC (configuration not stated)
 : ·, 12, 2.5, -3, 1.0, -19, 30, -12, 0, -11, 17
- Cc1c(Br)c([N+](=O)[O-])nn1C(C)C(=O)NCc1ccco1 (configuration not stated)
 : -2, -33, 1.7, 1, -1.2, 3, -19, -9, 0, -5, -5
- CN(CCc1ccccc1)C(=O)c1ccc(NC(=O)Cc2ccc(NC(=O)C3CCCN(S(=O)(=O)c4cccc([N+](=O)[O-])c4)C3)cc2)cc1 (configuration not stated)
 : ·, -2, 8.8, 1, 1.0, ·, 11, 4, -3, 6, -3
- Cc1ccc(CNS(=O)(=O)c2ccc(F)c(F)c2)n1C
 : -1, -14, -0.7, 0, 0.0, 14, -9, 2, -3, 4, 2
- COCCNC(=O)c1cccc(S(=O)(=O)N2CC3(C)CC2CC(C)(C)C3)c1 (configuration not stated)
 : -2, -20, 0.4, ·, ·, 25, 5, -17, -5, -2, ·
- O=C(CCCN=C1NS(=O)(=O)c2ccccc21)OCc1ccccc1
 : -1, ·, 0.3, 0, -0.1, 1, -13, -6, 1, -5, -5
- COc1cccc(NC(=O)c2cc(-c3cccnc3)nc3c(Cl)cccc23)c1
 : -11, 4, 2.0, -4, 0.4, 5, 13, -1, 0, -5, 11
- CC(C)C(NS(=O)(=O)c1ccccc1F)C(=O)OCC(=O)NCc1ccco1 (configuration not stated)
 : -1, ·, 0.3, -1, 1.5, ·, -5, -6, -10, -2, -3
- Cc1cc(C(=O)CN2C(=O)C(=O)N(C)C2=O)c(C)n1-c1cccc(S(=O)(=O)N2CCOCC2)c1
 : -3, 19, 0.0, -4, -0.1, ·, -9, -9, -2, -7, -5
- COc1ccc(CCNC(=O)CSc2nnnn2-c2ccc(OC)c(OC)c2)cc1OC
 : -1, 0, -1.6, 0, -0.5, 7, -15, -1, 0, 3, -4
- Cc1ccc2nc(SCC(=O)Nc3cccc(S(N)(=O)=O)c3)[nH]c2c1
 : 15, -19, 0.6, 0, -0.5, 741*, -15, -14, -3, 2, 3
- Cc1ccc(/C=C2/SC(=S)N(CC(=O)Nc3ncc(Cc4ccc(C)cc4)s3)C2=O)cc1
 : 1, 2, 1.1, 1, -0.1, 0, 0, 4, -5, 5, -2
- COc1ccc(CNC(=O)CN(C(=O)CCC(=O)Nc2ccccn2)c2cc(C)ccc2C)cc1
 : 5, 7, -3.6, -1, -0.2, -14, -6, 11, 3, -7, 17
- O=C(/C=C/c1ccc(S(=O)(=O)N2CCOCC2)cc1)N1CCN(c2ccccc2)CC1
 : -1, -24, 2.3, -5, -0.1, 0, 17, -1, 4, -13, 4
- O=C(O)[C@H](Cc1ccccc1)NC(=O)C(c1ccccc1)(c1ccccc1)c1ccccc1
 : ·, 10, 1.0, 1, 1.9, -13, -13, -7, -3, -7, 6
- CCOC(=O)CSc1cc(CS(=O)(=O)c2ccccc2)nc(-c2ccccc2)n1
 : 0, 27, -0.9, -2, -1.1, 14, -1, 1, -4, 4, 2
